# From PubChem
# TRPV1 agonist: activates the human vanilloid receptor TRPV1 | Q8NER1 | TRPV1-expressing cells, Fluo-8 calcium influx, agonist mode | activation, % at 8.33 µM | hit rate 0.19% among 320,000; in the data active = activation above about 80%; inconclusive = between about 30% and that limit; note: 0% is about no effect
#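 Cells expressing TRPV1 were dye-loaded with Fluo-8 and read kinetically: 10 s baseline, 3 min after compound (agonist portion), then 2 min after EC20 capsaicin (allosteric enhancer portion). Calcium-bound dye fluorescence at 480/520 nm.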
# TCR activator: T cell receptor activation | AID 504894 | primary human leukocytes, anti-CD3, IL-2 HTRF, 48 h | 330,000 tested, under 10 active | Potency, µM (titrated, usually from 9.22 µM), for inactives: at the highest dose activation of IL-2 secretion, usual class: activators; note: % of control where 0% means no effect
#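 IL-2 produced over 48 hr by a-CD3 bead-stimulated primary human leukocytes exposed to compounds was detected with a homogeneous time-resolved FRET immunoassay, 665nm acceptor signal after 320nm excitation.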
# ELG1 DNA repair: inhibitors of ELG1-dependent DNA repair in HEK293T cells. hit rate 2.3% among 330,000. Potency, µM (doses to about 46.1 µM), for inactives: at the highest dose activity change, negative = inhibition, actives largely listed as inhibitors. HEK293T ELG1-luciferase reporter, luminescence, 16 h; DNA damage induced by 5-fluorouridine; note: potency is the fitted concentration of half-maximal effect; % is set by controls: 0 for no effect and ±100 for the full control effect; nearly all actives have a fitted effect of over 55% in size
#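 Reporter activity after DNA damage by 5-fluorouridine is monitored. Compound-treated cells incubate 16 hr at 37 °C, then ONE-Glo is added for 30 min before luminescence reading.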
# PTAP TSG101 blk: blocks PTAP/TSG101 interaction to inhibit HIV-1 budding; AID 493005; 340,000 tested, under 10 active; Potency, µM (series often up to 115 µM), for the others: at the highest dose activity change, negative = inhibition, hits mostly inhibitors; Fluorescence polarization, FITC-PTAP peptide / Tsg101 binding; Q99816; active = well fitted inhibition curve with a large enough effect in the main read-out, with a control signal flat, not every such curve was filed as active; inconclusive = small, poorly fitted or top-dose-only effect, or effect the other way, or a change in a side signal; inactive = no such curve, though single readings can be large or run the other way; note: potency is the fitted concentration of half-maximal effect; % of control where 0% means no effect
# Target sequence (Q99816 whole entry, looked up): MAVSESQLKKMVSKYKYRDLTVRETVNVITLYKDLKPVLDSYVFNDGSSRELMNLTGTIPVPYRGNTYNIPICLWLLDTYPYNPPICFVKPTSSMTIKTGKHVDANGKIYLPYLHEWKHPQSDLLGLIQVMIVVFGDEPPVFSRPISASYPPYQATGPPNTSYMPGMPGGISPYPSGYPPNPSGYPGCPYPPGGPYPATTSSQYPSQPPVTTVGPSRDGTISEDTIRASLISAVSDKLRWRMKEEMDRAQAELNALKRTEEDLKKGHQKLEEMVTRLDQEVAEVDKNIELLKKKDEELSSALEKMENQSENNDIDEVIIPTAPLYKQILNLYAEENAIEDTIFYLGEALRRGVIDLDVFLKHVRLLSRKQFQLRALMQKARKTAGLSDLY
#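 Compounds were pin-transferred onto Tsg101 binding domain (10 uM final) in HEPES pH 7.5 buffer, then FITC-PTAP peptide was added at 50 nM final. After 20 min at RT, polarization reported peptide displacement across a qHTS concentration series.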
# a7 integrin act: activators of alpha7 integrin expression for muscular dystrophy. alpha7betagal myoblasts, beta-gal FDG fluorescence, 48 h. Potency, µM (top dose mostly 38.3 µM), without a hit: at the top dose activation, usual class: activators. hit rate 0.064% among 350,000;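 note: potency is the fitted concentration of half-maximal effect; 100% = response of the positive control SU9516; nearly all actives have a fitted effect of over 60% in size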
#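 alpha7betagal+/- myoblasts (passage 13, 250/well) treated 48 h at 37C with compounds at 1:260 dilution of DMSO stock. Lysed, then beta-galactosidase activity read as FDG fluorescence (ex 480/em 540) after 30 min, with pre-read for autofluorescence.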
# BRCA1 expr up: BRCA1 expression activation; MCF7-BRCA1-FFLuc reporter, luminescence, 48 h; response scale: scaled: vehicle 0%, 10 µM genistein 100%; Potency, µM (series often up to 46.1 µM), for the others: at the highest dose activation, actives largely listed as activators; hit rate 1.1% among 380,000; AID 624202; note: potency is the fitted concentration of half-maximal effect; nearly all actives have a fitted effect of over 80% in size; some results filed as inactive show a strong effect at the top dose
#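 Cells: MCF7-BRCA1-FFLuc, 2000/well. Exposure: 48 h, 37 °C, 5% CO2. Read: luminescence, 15 min post-substrate. Controls: genistein 10 microM (maximal activation), DMSO (neutral).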
# MLL CXXC-DNA inh: MLL CXXC-DNA interaction inhibition. Q03164. MLL-CXXC / FITC-HOXA9 DNA fluorescence polarization. Potency, µM (doses to about 115 µM), without a hit: top-dose activity change, negative = inhibition, actives largely listed as inhibitors. hit rate 0.037% among 290,000. AID 2662; active = well fitted inhibition curve with a large enough effect in the polarisation, with a control signal flat, not every such curve was filed as active; inconclusive = small, poorly fitted or top-dose-only effect, or effect the other way, or a change in a side signal; inactive = no such curve, though single readings can be large or run the other way; the % refers to the polarisation; note: potency is the fitted concentration of half-maximal effect
#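 Fluorescence polarization: 7 uM MLL-CXXC (stock) preincubated 5 min with compounds, then 50 nM fluorescein-HOX-A9 DNA (stock) added; 30 min ambient. Buffer 50 mM Tris-HCl pH 7.5, 50 mM NaCl, 1 mM DTT, 0.05% BSA.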
# AT treatment: potential ataxia-telangiectasia treatments restoring KAP-1 phosphorylation | hit rate 0.19% among 320,000 | […] A-T fibroblasts, KAP-1 phosphorylation AlphaLISA; neocarzinostatin DNA damage 30 min before lysis | Potency, µM (series often up to 57.5 µM), without a hit: top-dose activation, hits mostly activators; note: potency is the fitted concentration of half-maximal effect; % of control where 0% means no effect; nearly all actives have a fitted effect of over 45% in size
#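 ATM-like activity read as KAP-1 phosphorylation via AlphaLISA donor/acceptor antibody pairs after lysis and 6 hr at 25C. Cells were ATM-null patient fibroblasts ([…], hTERT), dosed 60 min, then exposed to the DSB inducer NCS for 30 min.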
# p53 reactivator: mutant p53 re-activation in reporter cells; H1299 p53-A138V BP100-luciferase reporter, luminescence, 24 h; Potency, µM (top dose mostly 92.2 µM), inactives show top-dose activity change, positive = activation, usual class: activators; hit rate 0.063% among 320,000; AID 504706; note: potency is the fitted concentration of half-maximal effect; % of control where 0% means no effect; nearly all actives have a fitted effect of over 45% in size
#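 p53-null H1299 cells stably carrying temperature-sensitive p53-A138V and a BP100-luciferase reporter were pinned with compounds (4-point, 1:5 series) and held 24 hrs at 37 deg C. Luminescence was read 10 min after detection reagent.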
# B2AR arrestin: beta2AR (human) beta-arrestin recruitment activity | Potency, µM (highest dose often 46.1 µM), inactives show at the top dose activation, usual class: activators | AID 492947 | hit rate 0.02% among 330,000 | beta-arrestin recruitment to beta2AR, cell-based reporter;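 note: potency is the fitted concentration of half-maximal effect; 0% = DMSO controls and full agonism = EC100 isoproterenol or metaproterenol; nearly all actives have a fitted effect of over 65% in size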
# Target sequence (P07550 whole entry, looked up): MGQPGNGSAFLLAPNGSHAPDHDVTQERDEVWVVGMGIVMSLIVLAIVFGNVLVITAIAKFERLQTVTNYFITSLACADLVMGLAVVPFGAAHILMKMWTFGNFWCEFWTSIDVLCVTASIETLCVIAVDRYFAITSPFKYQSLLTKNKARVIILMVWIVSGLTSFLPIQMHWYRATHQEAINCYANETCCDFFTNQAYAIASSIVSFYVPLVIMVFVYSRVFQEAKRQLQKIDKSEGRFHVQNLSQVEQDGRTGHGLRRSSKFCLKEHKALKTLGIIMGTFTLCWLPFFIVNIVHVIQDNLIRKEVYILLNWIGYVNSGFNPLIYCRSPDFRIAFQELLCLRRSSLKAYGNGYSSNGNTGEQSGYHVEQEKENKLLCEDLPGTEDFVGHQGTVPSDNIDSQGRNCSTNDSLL
# Active calls of the source: *; ? = inconclusive; nt = no result given; [ ] = another dose, or the depositor's remark. Unless noted, calls come from the whole dose curve; as a rule, active = well fitted curve in the direction sought with a large enough effect; inconclusive = small, poorly fitted or top-dose-only effect, or another doubt; inactive = no such curve, though single readings can be large; an effect the other way counts as inactive or inconclusive.
Molecule	TRPV1 agonist	TCR activator	ELG1 DNA repair	PTAP TSG101 blk	a7 integrin act	BRCA1 expr up	MLL CXXC-DNA inh	AT treatment	p53 reactivator	B2AR arrestin
CS(=O)(=O)Cc1cc(N2CCCC2)nc(-c2ccccc2)n1	17	-4%	-1%	-1%	-26%	-7%	8%	1%	-5%	0.0%
COc1ccc(CNC(=O)/C=C/c2cc([N+](=O)[O-])ccc2OC(F)F)cc1	-3	-6%	-24%	-6%	9%[7.66 µM]	1%	-9%	1%	0%	0.5%
O=C(Nc1cccc(NC(=O)C2CCCO2)c1)c1ccco1 (centres undefined)	-2	5%	6%	2%	19%	-16%	-1%	-4%	-4%	-0.1%
Cc1ccc(C(=O)CSc2nnc3n2CCCCC3)s1	-2	3%	?	1%	24%	?	nt	-1%	?	-0.6%
Cc1ccc(C(=O)Nc2nc(C(C)(C)C)cs2)s1	?	-29%	?	-5%	-9%	?	-1%	-2%	?	0.5%
Cc1nc2c(-c3ccccc3)cnn2c(N2CCOCC2)c1C	5	3%	?	4%	-32%	69%	2%	1%	?	-0.1%
COc1ccc(C(=O)/C(C#N)=N/Nc2cccc([N+](=O)[O-])c2)cc1	6	-2%	?	-3%	-28%	-79%	-6%	9%	2%	-0.2%
CCOC(=O)N1CCN(C(=O)c2ccc(-n3c(C)ccc3C)cc2)CC1	3	-3%[46.1 µM]	-1%	-1%	-33%	-15%	6%	1%	?	-0.3%
COc1ccc(OC)c(S(=O)(=O)N2CCC(C(=O)NC3CC3)CC2)c1	4	-1%	15%	-2%	-9%	-12%	10%	4%	0%	-0.2%
CC(Oc1ccccc1)C(=O)Nc1nnc(S(=O)(=O)N2CCCCCC2)s1 (centres undefined)	3	0%	-5%	-1%	0%	-14%	-24%	9%	nt	3.3%
COc1ccc(NC(=O)CN2CCN(c3ccc(F)cc3)CC2)cc1Cl	8	13%	-10%	1%	-5%	-4%	7%	-14%	-8%	-2.8%
Cc1ccccc1CSCC(=O)c1c(N)n(CC(C)C)c(=O)n(C)c1=O	1	5%	?	-2%	-34%	-28%	?	5%	-2%	0.5%
COc1ccc(CN2CCN(S(=O)(=O)c3ccc(F)cc3)CC2)c(OC)c1OC	3	-6%	?	-2%	-19%[7.66 µM]	-25%	-1%	nt	-3%	0.0%
CCc1ccc(N2C(=O)CC(N3CCC(C(=O)OC)CC3)C2=O)cc1 (centres undefined)	1	1%	13%	-5%	-14%	3%	-3%	1%	0%	-0.8%
CCOC(=O)c1nn(-c2ccc(C)cc2)c(C)c1C(C)=O	1	-3%	nt	-6%	8%	0%	-5%	nt	nt	nt
Cc1ccc(CNC(=O)Cc2ccc(-n3c(=O)[nH]c4ccsc4c3=O)cc2)cc1	-2	-10%[46.1 µM]	15%	-7%	16%	-69%	-1%	12%	16%	0.0%
O=C(Cn1cnc2ccccc2c1=O)N(Cc1ccco1)c1ccc(O)cc1	-2	4%	-18%	-5%	31%	-11%	0%	2%	0%	-0.7%
O=C(c1ccc([N+](=O)[O-])o1)N1CCN(Cc2ccccc2)CC1	9	nt	0%	-5%	-68%[inhibitor]	-61%	-4%	16%	10%	-0.9%
Cc1ccc(NC(=O)CCN2CCN(C)CC2)cc1	0	-3%	1%	-9%	39%	20%	4%	21%	1%	0.0%
Cc1noc(C)c1NC(=O)N(C)C[C@@H]1Oc2ccc(NC(=O)CCC(F)(F)F)cc2CC(=O)N([C@@H](C)CO)C[C@@H]1C	nt	-8%	10%	-6%	17%	5%	nt	1%	-4%	-0.2%
CCOC(=O)c1ccc(NC(=O)CSc2nc(N)c(NC(=O)c3ccc(Br)o3)c(=O)[nH]2)cc1	2	-1%	-1%	0%	0%	-5%	-6%	8%	2%	0.6%
NS(=O)(=O)c1ccc(NC(=S)Nc2ccn(Cc3cccc4ccccc34)n2)cc1	1	-4%	21µM*	1%	-18%	-68%	11%	4%	-1%	0.0%
COC(=O)c1sc(SC)c(S(=O)(=O)C(C)C)c1N	-4	7%	?	-6%	8%	-3%	0%	4%	-2%	-0.2%
O=C(O)C(Cc1ccccc1)N1C(=O)c2cccc3cccc(c23)C1=O (centres undefined)	0	-26%	2%	-2%	1%	-1%	14%	4%	-1%	0.7%
CN(c1ncnc(N)c1[N+](=O)[O-])C1CCCCC1	-1	-2%	1.8µM*	-1%	?	1%	8%	-1%	-4%	-0.3%
O=C(OC(C(=O)NC1CCCCC1)c1ccc(C(F)(F)F)cc1)c1ccco1 (centres undefined)	?	2%	0%	-2%	11%	-8%	nt	24%	1%	-0.1%
COc1ccc(OC)c(/C=N/NC(=O)C(=O)N2CCCCCC2)c1	-3	-1%	4%	0%	-1%	-6%	-2%	7%	10%	0.1%
COc1ccccc1CNC(=O)C1CC(=O)N(c2ccc(C)c(C)c2)C1 (centres undefined)	2	2%	-23%	-5%	-15%	-6%	-7%	1%	-8%	0.1%
CCCc1cc(=O)[nH]c(SCC(=O)Nc2cc(C)on2)n1	-3	4%	1%	2%	-18%	4%	-5%	6%	1%	-0.5%
Cc1c(CC(=O)O)c(=O)oc2c(C)c(OCc3ccccc3Br)ccc12	-1	9%	7%	-3%	-20%	17%	-3%	9%	3%	-0.2%
Cc1cc(Br)cc(Cl)c1OC(=O)c1ccncc1	1	0%	1%	-5%	-15%	-16%	2%	-1%	0%	-0.3%
N=c1c2c(n(Cc3ccc(F)cc3)c3c1CCC3)CCC2	-2	nt	?	-1%	-42%	-76%	1%	3%	-2%	-1.6%
COc1ccc(-n2cc(-c3ccccc3)c3c(=S)nc[nH]c32)cc1	-2	5%	14%	-3%	-19%	-38%	9%	5%	-8%	0.3%
Cc1cc(=O)n(C)c(=O)n1CCCCCOc1cccc([N+](=O)[O-])c1	-1	4%	?	-3%	-12%	-15%	-7%	-1%	-4%	-3.1%
COc1ccc(OC)c(-c2nnc(-c3ccc(C)o3)o2)c1	4	0%	17%	-5%	-32%	-49%	9%	4%	3%	-0.2%
COc1ccccc1OCC#CCNC1CCCCC1C (centres undefined)	2	0%	-3%	-5%	?	-1%	6%	4%	-2%	-0.3%
Clc1ccc2c(NCc3ccccn3)ccnc2c1	1	0%	-15%	0%	?	-1%	-12%	33%	-2%	-0.6%
CCOC(=O)c1nnsc1N	1	-1%	10%	3%	1%	9%	5%	-1%	1%	-0.3%
C/C(CC(C)C)=N/Nc1ccc([N+](=O)[O-])cc1[N+](=O)[O-]	2	4%	-8%	-6%	?	-29%	-12%	1%	-7%	-0.1%
Cc1ccc(-n2nc3c(c2NC(=O)c2ccc4c(c2)OCO4)CS(=O)C3)c(C)c1 (centres undefined)	-7	0%	-1%	-3%	3%	-8%	nt	-1%	-1%	0.1%
CCN(c1ccccc1)S(=O)(=O)c1ccc(N)cc1	-1	4%	1%	1%	1%	1%	-4%	4%	-4%	-0.5%
O=C(CN1CC(c2ccccc2)CC1=O)OCc1cccc(Br)c1 (centres undefined)	21	-3%	5%	-4%	18%	1%	-1%	nt	1%	-0.2%
COc1ccc(OC)c(Nc2nc(NCCO)c3ccccc3n2)c1	3	3%	?	-1%	-20%	15%	?	-10%	1%	-0.8%
CCN(CC)C(=O)c1nc[nH]c1C(=O)N1CCN(c2ccccc2)CC1	-5	4%	7%	nt	-6%	-6%	nt	0%	-8%	-0.1%
CC(=O)C1C(c2ccccc2)c2c(n[nH]c2C)CC1(C)O (centres undefined)	-3	12%[46.1 µM]	11%	-4%	-24%	2%	2%	3%	11%	-0.1%
O=C(c1ccc(F)cc1)N1CCC(C(=O)N2CCN(Cc3ccc4c(c3)OCO4)CC2)CC1	-3	-7%	-25%	1%	10%	-1%	nt	-14%	-2%	0.1%
CCO[C@@H]1OC(C(=O)NCc2ccccc2)=C[C@H](c2coc3ccccc3c2=O)[C@H]1CCCO	-4	0%	-11%	0%	10%	-52%	-1%	5%	-4%	0.0%
COc1ccc(OC)c(S(=O)(=O)NCC(c2ccco2)N2CCc3ccccc32)c1 (centres undefined)	12	21%	0%	-2%	28%	-15%	nt	0%	-9%	-0.5%
CC1CN(C(=O)c2ccccc2)c2ccccc2NC1=O (centres undefined)	1	15%[46.1 µM]	-7%	-4%	1%	-20%	8%	3%	-7%	-0.4%
CC(C)C(NC(=O)c1ccccc1)C(=O)NCc1ccccn1 (centres undefined)	1	-2%	7%	-5%	18%	12%	4%	1%	17%	-1.3%
